PglD DTNB: C. jejuni PglD acetyltransferase inhibitors, primary screen, biochemical, DTNB colorimetric, single point | inhibition, % at 12.5 µM | AID 602405, 2012 | 360,000 compounds, 0.098% hits | UDP-N-acetylbacillosamine N-acetyltransferase PglD (Campylobacter jejuni) | purified PglD enzyme, DTNB colorimetric CoA detection; in the data active = inhibition above about 16%, passing the limit was not always enough; also: strong numbers were not always called active
esBAF inh: Bmi1 luciferase reporter increase in mESCs, primary screen, esBAF inhibitor project, mouse ES cells, Bmi1 luciferase knock-in, single point | 350,000 compounds, 2% hits | 24 h; 100% = twice the neutral-well signal | reporter increase, % at 12.5 µM; in the data active = activation above about 40%;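 also: 0% = median of the plate's neutral control wells and 100% = double that signal; a rise in the Bmi1 reporter signal indicates esBAF inhibition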
RAD54 branch: inhibitors of human RAD54 branch migration, primary screen, biochemical, fluorescence, single point; DNA repair and recombination protein RAD54-like (Homo sapiens), Q92698; RAD54 Holliday junction branch migration, FAM/BHQ fluorescence; inhibition, % at 10.4 µM; 360,000 compounds, 0.14% hits; AID 602329, 2012;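 active = mean normalized replicate activity at least 40 and at least half of replicates scoring 40 or more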;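 also: 0% = median of neutral control wells and 100% = median of positive control wells; inhibitors cause a drop in the FAM fluorescence signal; in these data hits start at about 50%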
ERp5 block: inhibitors of ERp5-driven insulin aggregation, primary screen, biochemical, turbidity, absorbance 650 nm, single point; 350,000 compounds, 0.05% hits; Protein disulfide-isomerase A6 (Homo sapiens), Q15084; 90 min; inhibition, % at 9.99 µM;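 active = mean replicate inhibition above about 25%, with every replicate also reaching it, limit read from the data, passing the limit was not always enough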
Target sequence (Q15084 whole entry, looked up): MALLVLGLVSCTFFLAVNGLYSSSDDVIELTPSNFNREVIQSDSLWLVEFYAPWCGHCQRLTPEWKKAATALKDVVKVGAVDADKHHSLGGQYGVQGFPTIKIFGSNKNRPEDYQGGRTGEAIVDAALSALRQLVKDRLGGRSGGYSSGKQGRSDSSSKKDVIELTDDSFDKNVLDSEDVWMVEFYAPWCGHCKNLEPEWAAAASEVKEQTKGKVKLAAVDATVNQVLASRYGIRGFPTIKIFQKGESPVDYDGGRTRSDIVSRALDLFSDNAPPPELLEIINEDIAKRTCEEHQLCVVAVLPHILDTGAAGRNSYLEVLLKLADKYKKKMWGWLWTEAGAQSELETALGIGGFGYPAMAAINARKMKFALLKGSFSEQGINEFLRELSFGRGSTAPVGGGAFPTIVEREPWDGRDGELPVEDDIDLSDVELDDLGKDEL
ARNT TACC3 PPI: disruptors of ARNT/TACC3 protein interaction, primary screen, biochemical, AlphaScreen, single concentration; Transforming acidic coiled-coil-containing protein 3 (Homo sapiens), Q9Y6A5; AlphaScreen His-ARNT PAS-B/GST-TACC3 binding, luminescence; TACC3 fragment carries E629A point mutation; inhibition, % at 9.99 µM; 390,000 compounds, 0.66% hits;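 active = mean inhibition of replicates at least 50% and at least half of replicates each reaching 50%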;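 also: 0% = complete ARNT plus TACC3 wells and 100% = ARNT alone without TACC3; many hits fall short of the cut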
CASP6 VEID inh: human caspase-6 inhibitors, primary screen, biochemical, VEID-R110 fluorescence, single point, set 2; purified caspase-6, Z-VEID-R110 cleavage fluorescence; inhibition, % at 12.5 µM; 350,000 compounds, 0.53% hits; AID 686996, 2013;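 active = mean inhibition across replicates at least about 35%, with every replicate also reaching that limit, limit read from the data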;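 also: 0% = median of neutral control wells and 100% = no fluorescence left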
Target sequence (P55212 24-179 limits assumed): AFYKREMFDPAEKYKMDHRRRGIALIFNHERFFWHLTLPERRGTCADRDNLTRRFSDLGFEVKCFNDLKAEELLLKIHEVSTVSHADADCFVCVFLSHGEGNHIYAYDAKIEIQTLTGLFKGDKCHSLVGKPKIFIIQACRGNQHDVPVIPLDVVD
Target sequence (P55212 194-293 limits assumed): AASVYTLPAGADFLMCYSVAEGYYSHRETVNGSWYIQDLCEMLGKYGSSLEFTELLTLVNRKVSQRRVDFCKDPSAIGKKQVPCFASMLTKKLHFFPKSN
E-selectin induc: E-selectin induction in HUVECs, primary screen, imaging, HUVEC, immunofluorescence imaging, single point; normalized: neutral wells 0, TNF-alpha wells 100; activation, % at 7.58 µM; 260,000 compounds, 0.37% hits;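 active = mean E-selectin-positive cell signal at least 10% of the positive control, reached in at least 60% of replicates, without over 20% cell loss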;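 also: in these data hits start at about 27%; measured in HUVEC primary endothelial cells; signal is the percent of cells scored E-selectin positive by PE staining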
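Material: HUVEC primary endothelial cells; Amount: 3,000 cells per well; Dosing: single concentration; Medium: EGM-2 growth medium on 0.1% gelatin-coated wells; Read-out basis: percent E-selectin-positive cells; Signal: immunofluorescence imaging; Control set: TNF-alpha, DMSO.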
RAD52 inh: RAD52 DNA annealing inhibitors, primary screen, biochemical, FRET, single point, set 2 | DNA repair protein RAD52 homolog (Homo sapiens), P43351 | recombinant RAD52 DNA annealing, FRET fluorescence | inhibition, % at 18.7 µM | 360,000 compounds, 0.46% hits;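 active = every replicate showing at least 50% inhibition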
Starred values were filed as active, the others as inactive; x = not tested or not shown; & = joins results of further samples.

SMILES | PglD DTNB | esBAF inh | RAD54 branch | ERp5 block | ARNT TACC3 PPI | CASP6 VEID inh | E-selectin induc | RAD52 inh
Cc1ccc2c(c1)[nH]c1c(=O)n(Cc3ccco3)cnc12 | x | x | x | -11 | -5 | -1 | 1.3 | -2
CCS(=O)(=O)Nc1ccc2c(c1)C(=O)N(C)[C@@H]1CC[C@@H](CC(=O)N3CCOCC3)O[C@@H]1CO2 | -1 | -3 | 0 | 0 | 3 | -2 | -0.1 | 2
O=C(Nc1ccc(F)cc1)c1cc(S(=O)(=O)Nc2ccc(F)cc2)cs1 | 3 | 1 | 14 | 0 | 11 | 11 | x | -1
CN1CCC(NC(=O)c2ccncc2)CC1 | 3 | -3 | 5 | 0 | -6 | -5 | 0.0 | 7
C=CCN1C(=O)c2ccc(C(=O)N(C)CC(=O)Nc3ccccc3C(F)(F)F)cc2C1=O | -5 | 4 | 0 | -13 | -2 | 1 | -3.5 | 6
Cc1nn(CCC(=O)NCCc2ccccc2Cl)c(=O)c2nn(-c3ccccc3)c(C)c12 | 0 | 2 | 3 | x | 5 | 3 | x | -12
O=C(CN(C(=O)CNS(=O)(=O)c1ccccc1)c1ccc2c(c1)OCCO2)NC1CCCCC1 | -1 | -1 | -1 | x | -3 | x | x | x
Cc1nn(-c2ccccc2)c(Oc2ccccc2)c1C=O | 2 | 7 | -14 | -5 | 3 | 4 | -0.1 | -7
C[C@H](CO)N1C[C@H](C)[C@H](CN(C)C(=O)Nc2ccc(C(F)(F)F)cc2)Oc2ccc(NC(=O)Cc3cn(C)c4ccccc34)cc2C1=O | -1 | 1 | -2 | 10 | 3 | 0 | -0.1 | -9
O=C(Nc1ccccc1)C(=O)Nc1cccnc1 | 6 | 2 | 10 | x | 2 | 0 | x | -7
O=C(Nc1cccnc1)c1ccc(-c2cc(Cl)ccc2Cl)o1 | x | 9 | x | 2 | -4 | -2 | -0.2 | 8
C(=C\c1ccccc1)/CN1CCN(Cc2nc(Cc3ccccc3)no2)CC1 | x | x | x | 5 | x | -1 | -1.2 | -8
Nn1c(N2CCCCC2)nc2ccccc21 | 8 | 14 | 4 | x | -1 | x | x | x
CCCc1nnc(SCC(=O)N2C(C)CCCC2C)n1CC1CCCO1 (centres undefined) | -1 | -8 | -16 | x | 2 | x | x | x
Cc1cccc(Cl)c1OCCCn1ccnc1 | 4 | -6 | -3 | 1 | 3 | 5 | x | -8
O=C(NCC1CC1)[C@@H]1[C@@H](CO)[C@@H]2Cn3c(ccc(-c4ccccc4)c3=O)[C@H]1N2C(=O)C1CC1 | -1 | -3 | 1 | -3 | -6 | 0 | 0.3 | -6
Cc1csc(NC(=O)CSc2ccc3nnc(-c4ccncc4)n3n2)n1 | x | x | x | -8 | -6 | -2 | 0.1 | -7
CCC(=O)N(C)C[C@H]1Oc2cc(C#Cc3ccccn3)ccc2S(=O)(=O)N([C@H](C)CO)C[C@H]1C | -3 | 6 | -5 | -2 | -4 | 2 | 0.0 | -17
COc1ccc(S(=O)(=O)N(C)C[C@@H]2Oc3ccc(NC(=O)Nc4c(C)noc4C)cc3C(=O)N([C@@H](C)CO)C[C@@H]2C)cc1 | 1 | -5 | 0 | 3 | -7 | 1 | -1.0 | -7
CCOC(=O)CC(NS(=O)(=O)Cc1ccccc1)c1ccc(C)cc1 (centres undefined) | 4 | 9 | -3 | 5 | -8 | 2 | -2.3 | 0

Full records from above. Screens in order: PglD DTNB	esBAF inh	RAD54 branch	ERp5 block	ARNT TACC3 PPI	CASP6 VEID inh	E-selectin induc	RAD52 inh
Record of `O=C(NCC1CC1)[C@@H]1[C@@H](CO)[C@@H]2Cn3c(ccc(-c4ccccc4)c3=O)[C@H]1N2C(=O)C1CC1` → -1	-3	1	-3	-6	0	0.3	-6
Record of `CCS(=O)(=O)Nc1ccc2c(c1)C(=O)N(C)[C@@H]1CC[C@@H](CC(=O)N3CCOCC3)O[C@@H]1CO2` → -1	-3	0	0	3	-2	-0.1	2

More structures follow:
SMILES | PglD DTNB | esBAF inh | RAD54 branch | ERp5 block | ARNT TACC3 PPI | CASP6 VEID inh | E-selectin induc | RAD52 inh
COC(=O)c1c(C)cc(C)c2c1CC(C)(C)C2=O | x | -4 | x | 0 | -4 | -1 | -1.0 | 1
Cn1c(CSCc2ccc(Cl)c(Cl)c2)n[nH]c1=S | 5 | -10 | 2 | x | 0 | x | x | x
COC(=O)Nc1ccc(S(=O)(=O)N2CCCc3cccc(O)c32)cc1 | x | x | x | 5 | x | 3 | -0.2 | -15
COc1nc(C)nc(C)c1Oc1ccc(Cl)cc1Cl | -3 | x | 12 | 3 | -1 | -2 | x | -5
CCOC(=O)Cn1c(=NC(=O)CSC(C)=O)sc2ccccc21 | -6 | -6 | 7 | 0 | 5 | -1 | 0.0 | -4
COc1ccccc1CNC(=O)C[C@@H]1CC[C@H]2[C@@H](COc3ccc(NC(C)=O)cc3C(=O)N2C)O1 | 5 | 2 | 6 | x | 25 | x | 0.3 | x
Cc1noc(C)c1NC(=O)N(C)C[C@H]1OCc2ccccc2-c2c(n(C)c3ccccc23)C(=O)N([C@@H](C)CO)C[C@H]1C | -3 | 2 | 1 | 4 | -2 | 3 | -0.1 | 6
COc1ccccc1NCC(=O)N/N=C(\C)c1ccc(Br)s1 | 2 | 2 | 3 | -3 | -11 | -1 | x | -20
C[C@@H]1CCCCO[C@H](CN(C)CC2CC2)[C@H](C)CN([C@@H](C)CO)C(=O)c2cc(NC(=O)NC3CCCCC3)ccc2O1 | -4 | 0 | 6 | -4 | 7 | 2 | -0.1 | 35
COc1ccc(NC2CCCN(C(=O)c3csc(C(C)C)n3)C2)cc1 (centres undefined) | -1 | -1 | -8 | 9 | -5 | -2 | 1.5 | -4
COC(=O)CN1C(=O)N/C(=C/c2ccc(C)o2)C1=O | x | x | x | 2 | -3 | 6 | 4.2 | -39
Cc1noc(C)c1NC(=O)N(C)C[C@H]1Oc2c(cccc2N(C)C)C(=O)N([C@@H](C)CO)C[C@@H]1C | 2 | -3 | -2 | 3 | 11 | 3 | 0.0 | 12
O=C(CCNS(=O)(=O)c1ccccc1)NCCCc1ccccc1 | -3 | -3 | -8 | 0 | 3 | -1 | 0.1 | 7
Cc1cc(Cl)ccc1NC(=O)/N=C1/NC(=O)CS1 | x | x | x | -4 | x | 0 | 0.0 | -9
COc1ccccc1OCC(=O)Nc1ccncc1 | 4 | 0 | -5 | 5 | -8 | -2 | 0.0 | 8
Cc1ccc2c(c1)-n1c(nc3ccccc3c1=O)C(CC(C)C)NC2=O (centres undefined) | x | x | x | 4 | x | -1 | 0.0 | -1
O=C(Nc1cc(C(F)(F)F)ccc1N1CCOCC1)c1ccc2ccccc2n1 | 6 | 17 | 0 | x | -1 | x | 1.1 | x
CCOc1cccc(/C=N/N2C(=O)CSC2=S)c1O | x | x | x | 3 | 60* | 8 | 1.8 | -85
CN(C)CCCn1c(SCc2c(Cl)cccc2Cl)nnc1-c1ccncc1 | 9 | -1 | 10 | -2 | -1 | -20 | x | 2
COc1ccc(NC(=O)CC2C(=O)NCCN2C(=O)Nc2ccc(C(F)(F)F)cc2)cc1 (centres undefined) | 1 | -6 | 1 | 3 | -1 | 2 | -0.9 | -13

Next section (four carried over from the part before).
SMILES | PglD DTNB | esBAF inh | RAD54 branch | ERp5 block | ARNT TACC3 PPI | CASP6 VEID inh | E-selectin induc | RAD52 inh
O=C(Nc1cc(C(F)(F)F)ccc1N1CCOCC1)c1ccc2ccccc2n1 | 6 | 17 | 0 | x | -1 | x | 1.1 | x
CCOc1cccc(/C=N/N2C(=O)CSC2=S)c1O | x | x | x | 3 | 60* | 8 | 1.8 | -85
CN(C)CCCn1c(SCc2c(Cl)cccc2Cl)nnc1-c1ccncc1 | 9 | -1 | 10 | -2 | -1 | -20 | x | 2
COc1ccc(NC(=O)CC2C(=O)NCCN2C(=O)Nc2ccc(C(F)(F)F)cc2)cc1 (centres undefined) | 1 | -6 | 1 | 3 | -1 | 2 | -0.9 | -13
NC(=O)C1CCN(S(=O)(=O)Cc2ccccc2Cl)CC1 | 1 | 2 | -2 | -4 | -2 | 2 | -0.2 | -9
CCOC(=O)C1=C(C(=O)OCC)C2N(Cc3ccc(C#N)cc3)c3ccccc3[C@@]23C[C@@H](C(=O)OC)N(S(=O)(=O)c2c(C)noc2C)C3=N1 (some centres undefined) | x | x | x | -4 | x | 0 | -0.3 | -13
CCn1c(SCC(=O)c2ccc(Cl)cc2)nnc1C(C)C | 3 | 28 | 0 | x | -8 | x | x | x
Cc1ccc(N(C(=O)Cn2nnc(-c3cccs3)n2)C(C(=O)NC2CCCC2)c2ccncc2)cc1 (centres undefined) | 2 | -5 | 6 | x | -5 | x | x | x
Cc1ccccc1CN(c1ccc(C(=O)NCc2ccccn2)cc1)S(C)(=O)=O | -4 | -6 | 3 | -6 | 6 | -1 | -2.0 | 11
COC(=O)[C@]1(Sc2ccc(C)cc2)CC(=O)N[C@@H]1c1ccccc1 | x | x | x | -8 | x | -1 | -0.2 | -13
Cc1cc(C)cc(NC(=O)C[n+]2ccccc2)c1 | 0 | 1 | 0 | 3 | 0 | -3 | 0.0 | -2
Cc1nn(C)cc1/C=N/NC(=O)Cn1cncn1 | 8 | -4 | -7 | -2 | x | 1 | 0.8 | -4
CC(C)CC1OC(C)Cc2[nH][nH]c(=O)c21 (centres undefined) | x | x | x | 2 | x | 2 | -0.2 | -20
CCCCc1c(-c2ccccc2OC)ncn1Cc1ccc(C(C)(C)C)cc1 | x | x | x | 0 | x | 2 | -0.3 | -18
Cc1ccc(C(=O)OCCOc2cccc(Cl)c2)cc1S(=O)(=O)N1CCOCC1 | 3 | 0 | -7 | 1 | x | 1 | x | -2
Cc1cnc(NC(=O)CCCNC(=O)c2ccc(Cl)cc2)s1 | -2 | 42* | 12 | 1 | -17 | -2 | x | -4
CCC(=O)N1[C@H](CNC(=O)CN(C)C)[C@H](c2ccc(C3=CCCC3)cc2)[C@@H]1CO | 1 | -7 | -3 | -3 | -10 | -2 | 0.8 | 1
Cc1ccc(S(=O)(=O)Nc2ccc3c(c2)C(=O)N([C@@H](C)CO)C[C@@H](C)[C@@H](CN(C)S(=O)(=O)c2ccccc2)OCCCC[C@H](C)O3)cc1 | 5&-2 | 12&13 | 8&-7 | -5&-2 | -1 | -2&-1 | 3.2 | -10&-5

Compounds were not picked by outcome (roughly 3.2% active in at least one column).
